# Giardia killer: Small Molecules that selectively kill Giardia lamblia: qHTS. actives 0.15% (n = 340,000). activity change, % at 7.66 µM, hits read low. Giardia lamblia trophozoite viability; in the data active means activity change below about -80%; inconclusive means between about -30% and that limit;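 further: parasites exposed to compound for two days anaerobically before the ATP read; on the % scale 0 is the no-effect control and ±100 the full control effect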
#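 Giardia trophozoites, 100 cells per well, were exposed to compounds for 48 hrs at 37 deg C under anaerobic conditions; viability was then read as ATP content by bioluminescence after 15-30 min at room temperature.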
# GALK inh: qHTS Assay for Inhibitors of Human Galactokinase (GALK). Purified GALK, Kinase-Glo residual ATP luminescence. Potency, µM (doses to about 57.5 µM), for the others: at the top dose activity change, negative = inhibition, hits mostly inhibitors. actives 0.007% (n = 270,000); further: potency means the concentration at half of the fitted maximal effect; on the % scale 0 is the no-effect control and ±100 the full control effect
#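 5 nM enzyme, 35 uM ATP, 100 uM galactose, 20 mM HEPES pH8.0, 5 mM MgCl2; 1 h RT; residual ATP by Kinase-Glo Plus luminescence, qHTS format.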
# PKM2 act: qHTS Assay for Activators of Human Muscle isoform 2 Pyruvate Kinase; purified PKM2, Kinase-Glo ATP luminescence, activation; response scale: 0% is enzyme alone, no compound; Potency, µM (highest dose often 57.5 µM), without a hit: top-dose activation, usual class: activators; actives 0.34% (n = 260,000); AID 1631, 2009; further: potency means the concentration at half of the fitted maximal effect; on the % scale 0 is the no-effect control and ±100 the full control effect; nearly all actives have a fitted effect of over 55% in size
# Target sequence (P14618 whole entry, looked up, canonical isoform): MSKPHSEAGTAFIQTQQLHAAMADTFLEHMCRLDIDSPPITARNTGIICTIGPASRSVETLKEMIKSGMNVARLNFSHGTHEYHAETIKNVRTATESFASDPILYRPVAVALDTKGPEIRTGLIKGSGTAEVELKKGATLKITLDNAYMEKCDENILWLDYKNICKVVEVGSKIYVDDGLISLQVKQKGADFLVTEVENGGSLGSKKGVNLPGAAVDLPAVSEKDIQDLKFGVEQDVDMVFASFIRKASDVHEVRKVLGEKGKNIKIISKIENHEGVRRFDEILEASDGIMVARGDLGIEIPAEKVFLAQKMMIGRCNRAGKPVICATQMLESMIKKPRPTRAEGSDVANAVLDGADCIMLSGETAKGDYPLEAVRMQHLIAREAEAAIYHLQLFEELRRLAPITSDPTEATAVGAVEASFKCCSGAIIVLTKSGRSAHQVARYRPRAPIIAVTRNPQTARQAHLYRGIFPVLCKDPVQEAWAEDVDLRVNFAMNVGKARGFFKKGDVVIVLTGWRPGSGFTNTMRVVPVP
#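 Kinase-Glo luminescence reports ATP generated from ADP (0.1 mM) and PEP (0.5 mM) by purified hPK-M2 after 1 h at room temperature, pH 7.2 imidazole buffer; intermediate enzyme activity allows detecting inhibitors and activators.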
# Tb PFK inh: qHTS Assay to Find Inhibitors of T. brucei phosphofructokinase | ATP-dependent 6-phosphofructokinase (Trypanosoma brucei brucei), O15648 | T. brucei PFK, ADP-Glo luminescence | Potency, µM (titrated, usually from 57.5 µM), for inactives: at the top dose activity, negative = inhibition, hits mostly inhibitors | actives 0.17% (n = 330,000);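 further: potency means the concentration at half of the fitted maximal effect; 0% = uninhibited 1x PFK enzyme wells and -100% = no-enzyme wells; nearly all actives have a fitted effect of over 60% in size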
#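 Activity is normalized to no-enzyme wells (full inhibition) and 1.25 nM enzyme wells (no inhibition). Reaction: 0.5 mM F6P, 0.1 mM ATP, 45 min RT, ADP-Glo luminescence; concentration-response curves fitted and classed by quality.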
# TSG101-PTAP inh: qHTS Assay for Iinhibitors of HIV-1 Budding by Blocking the Interaction of PTAP/TSG101. Tumor susceptibility gene 101 protein (Homo sapiens), Q99816. Fluorescence polarization, FITC-PTAP peptide / Tsg101 binding. Potency, µM (highest dose often 115 µM), without a hit: at the highest dose activity change, negative = inhibition, usual class: inhibitors. 340,000 tested, under 10 active. AID 493005, 2010; active means well fitted inhibition curve with a large enough effect in the main read-out, with a control signal flat, not every such curve was filed as active; inconclusive means small, poorly fitted or top-dose-only effect, or effect the other way, or a change in a side signal; inactive means no such curve, though single readings can be large or run the other way; further: potency means the concentration at half of the fitted maximal effect; % of control where 0% means no effect
# Target sequence (Q99816 whole entry, looked up): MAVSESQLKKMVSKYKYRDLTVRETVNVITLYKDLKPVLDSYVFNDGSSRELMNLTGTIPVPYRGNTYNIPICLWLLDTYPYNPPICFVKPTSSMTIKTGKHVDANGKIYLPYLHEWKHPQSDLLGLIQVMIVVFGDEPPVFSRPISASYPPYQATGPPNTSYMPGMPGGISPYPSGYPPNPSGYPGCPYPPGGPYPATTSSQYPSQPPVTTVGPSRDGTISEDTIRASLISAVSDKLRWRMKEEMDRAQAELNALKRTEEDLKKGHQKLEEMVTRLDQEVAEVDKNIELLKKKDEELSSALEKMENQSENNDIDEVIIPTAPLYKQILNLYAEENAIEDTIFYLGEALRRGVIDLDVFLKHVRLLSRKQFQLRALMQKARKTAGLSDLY
#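 Tsg101 binding domain (10 uM final) was mixed with compound and a FITC-labeled PTAP peptide (50 nM final) in HEPES pH 7.5 buffer with NaCl, Tween 20, EDTA and TCEP; fluorescence polarization was read after 20 min at r.t.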
# Menin MLL FP TR: qHTS Assay for Inhibitors Targeting the Menin-MLL Interaction in MLL Related Leukemias: Competition With Texas Red Labeled MLL-derived Mutant Peptide; Menin + Texas Red MLL mutant peptide, fluorescence polarization; Potency, µM (top dose mostly 61.6 µM), for the others: at the highest dose FP activity change, negative = inhibition, usual class: inhibitors; actives 0.23% (n = 270,000); AID 1768, 2009; active means well fitted inhibition curve with a large enough effect in the polarisation, with a control signal flat, not every such curve was filed as active; inconclusive means small, poorly fitted or top-dose-only effect, or effect the other way, or a change in a side signal; inactive means no such curve, though single readings can be large or run the other way; the % refers to the polarisation; further: potency means the concentration at half of the fitted maximal effect; % of control where 0% means no effect; many of its hits are not listed in these tables
# a7 integrin act: qHTS for Activators of Integrin-Mediated Alleviation for Muscular Dystrophy; alpha7betagal myoblasts, beta-gal FDG fluorescence, 48 h; Potency, µM (top dose mostly 38.3 µM), inactives show at the top dose activation, hits mostly activators; actives 0.064% (n = 350,000);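 further: potency means the concentration at half of the fitted maximal effect; 100% = response of the positive control SU9516; nearly all actives have a fitted effect of over 60% in size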
#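 alpha7betagal+/- myoblasts (passage 13, 250/well) treated 48 h at 37C with compounds at 1:260 dilution of DMSO stock. Lysed, then beta-galactosidase activity read as FDG fluorescence (ex 480/em 540) after 30 min, with pre-read for autofluorescence.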
# FBPA coupling cs: qHTS Assay for Inhibitors of Fructose-1,6-bisphosphate Aldolase from Giardia Lamblia: Coupling assay counterscreen. coupling enzyme system counterscreen, AmpLite Red fluorescence. activity change, negative = inhibition, % at 58.2 µM, hits read low. actives 0.67% (n = 290,000). AID 2472, 2010; in the data active means activity change below about -30%; further: on the % scale 0 is the no-effect control and ±100 the full control effect
#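 Counterscreen lacking aldolase: glyceraldehyde-3-phosphate coupling-enzyme reagent preincubated 10 min at RT with compound (at 57.5 uM final), then substrate/coupling system with AmpLite Red added; fluorescence read at 525/598 nm after 20 min RT.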
# S-ASM inh: Inhibitors of Secretory Acid Sphingomyelinase (S-ASM): qHTS. placental ASM, HMU-PC fluorogenic substrate, 60 min. Potency, µM (doses to about 57.5 µM), inactives show at the highest dose activity change, negative = inhibition, hits mostly inhibitors. actives 0.006% (n = 340,000); further: potency means the concentration at half of the fitted maximal effect
#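 Human placenta-derived ASM preincubated with compound 10 min at room temperature, then reacted with 9 uM (final) fluorogenic HMU-PC substrate for 60 min at 37 C. Stop solution raises pH to 10; fluorescence read at Ex 386/Em 447 nm.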
# B2AR arrestin: qHTS assay of beta-arrestin-biased ligands of beta2-adrenergic receptor; Beta-2 adrenergic receptor (Homo sapiens), P07550; beta-arrestin recruitment to beta2AR, cell-based reporter; actives 0.02% (n = 330,000); Potency, µM (series often up to 46.1 µM), without a hit: at the highest dose activation, most hits filed as activators; AID 492947, 2010;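 further: potency means the concentration at half of the fitted maximal effect; 0% = DMSO controls and full agonism = EC100 isoproterenol or metaproterenol; nearly all actives have a fitted effect of over 65% in size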
# BCR signal inh: qHTS Assay to Find Inhibitors of Chronic Active B-Cell Receptor Signaling; AID 493014, 2011; Potency, µM (highest dose often 46.1 µM), inactives show at the highest dose ratio change, negative = lower green/red ratio, most hits filed as inhibitors; ABC-DLBCL IkBa-CBG/CBR reporter, luminescence ratio, 4 h; actives 0.05% (n = 340,000); active means well fitted inhibition curve with a large enough effect in the signal ratio, with a control signal flat, not every such curve was filed as active; inconclusive means small, poorly fitted or top-dose-only effect, or effect the other way, or a change in a side signal; the % refers to the signal ratio;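 further: potency means the concentration at half of the fitted maximal effect; plate controls were basal doxycycline-induced cells for no effect and cells given 10 µM MG132 for full effect; MG132 reads +100%, hits lower the ratio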
#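 Concentration-response series (up to 46 uM) were applied to TMD8 dual-reporter cells for 4 h at 37C with doxycycline. Green/red ratio, after filter-overlap correction, defined %Activity; red signal alone was normalised to basal cells and zero luminescence.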
# * marks the source's active call; other numbers are inactive results; ? = inconclusive; . = not tested or not shown; [ ] = dose if it differs, or a comment. Unless noted, the call rests on the fitted dose curve; in most records, active means well fitted curve in the direction sought with a large enough effect; inconclusive means small, poorly fitted or top-dose-only effect, or another doubt; inactive means no such curve, though single readings can be large; an effect the other way counts as inactive or inconclusive.
# Values in the order – Giardia killer	GALK inh	PKM2 act	Tb PFK inh	TSG101-PTAP inh	Menin MLL FP TR	a7 integrin act	FBPA coupling cs	S-ASM inh	B2AR arrestin	BCR signal inh
(1) CC1=NN(C(N)=S)C(=O)C1N=Nc1ccc(C)cc1C (stereo not given)
    .	2%	-1%	-2%	.	?	.	2	.	0.6%	7%
(2) Cc1oc2c(O)c(O)ccc2c(=O)c1-c1cnn(-c2ccccc2)c1
    -8	-2%	25%	-4%	-11%	25%	-43%[inhibitor]	-7	-17%	0.7%	6%
(3) C=CCn1c(C)cc(C(=O)COc2ncnc3sccc23)c1C
    -14	6%	-5%	0%	0%	-6%	-48%[inhibitor]	0	10%	0.3%	-1%
(4) N#Cc1cccn1-c1nccc(-c2cccs2)n1
    -2	2%	-1%	-2%	-6%	10%	7%	0	-4%	-0.2%	-1%
(5) O=C(c1ccc(-c2cc3ccccc3oc2=O)cc1)N1CCN(c2ccc(Cl)cc2[N+](=O)[O-])CC1
    -26	0%	-1%	0%	-1%	-11%	0%	-1	-5%	0.1%	?
(6) O=C(O)CCCNc1ccc([N+](=O)[O-])c(NCCCC(=O)O)n1
    -2	1%	1%	0%	-2%	-1%	5%	0	-4%	-0.3%	1%
(7) Cc1ccc(C(=O)NC(=S)NNC(=O)c2cccc([N+](=O)[O-])c2)cc1
    0	2%	6%	-1%	-5%	19%	-38%	5	-2%	-0.7%	1%
(8) COc1cc(CN2CCN(Cc3cn(C)c4ccccc34)CC2CCO)cc(OC)c1 (stereo not given)
    13	1%	-2%	1%	-1%	-14%	0%	0	0%	0.2%	-2%
(9) COc1ccc(C(=O)NC2CCCc3ccccc32)cc1OC1CCN(C(C)=O)CC1 (stereo not given)
    -6	-8%	.	-2%	1%	.	-14%	.	5%	2.9%	-1%
(10) CCc1nonc1NC(=O)c1oc2c(C)c(C)ccc2c1C
    ?	5%	-1%[0.46 µM]	1%	0%	?	-18%	-1	-12%	-0.2%	3%
(11) CCOC(=O)Cn1nc(C)c(NC(=O)c2ccc(Cl)c([N+](=O)[O-])c2)c1C
    1	0%	.	3%	-2%	-1%	-36%[inhibitor]	-1	4%	0.1%	9%
(12) CCCCCC(=O)Nc1cc(S(=O)(=O)N2CCOCC2)ccc1N1CCCCC1
    20	.	.	?	-5%	.	-4%	.	-2%	0.2%	2%
(13) NS(=O)(=O)c1ccc(CCNC(=O)CSc2nnc3ccccn23)cc1
    -9	-2%	0%	-2%	0%	8%	6%	1	3%	0.0%	2%
(14) COc1ccc(NC(=O)c2nn(C)c(=O)c3ccccc23)cc1S(=O)(=O)Nc1ccccc1Cl
    21	-3%	-5%	0%	-5%	3%	-16%	7	-11%	0.0%	-9%
(15) COc1cccc(-c2nnc(SCN3C(=O)c4ccccc4C3=O)n2C)c1
    -4	2%	2%	-9%	-1%	6%	0%	1	5%	0.0%	-1%
(16) COc1ccc(C(=O)NCc2cn3c(C)csc3n2)cc1OC
    5	-3%	0%	2%	-7%	-13%	-14%	-1	4%	0.3%	-2%
(17) CC1=C(C(=O)OC(C)C)C(c2c(O)ccc3ccccc23)NC(=O)N1 (stereo not given)
    2	1%	-13%	1%	-1%	-7%	-40%	-1	0%	-1.1%	2%
(18) COc1ccc(-c2csc(C)n2)cc1
    -2	-2%	-3%	-1%	-6%	-2%	16%	-2	-3%	-0.3%	-18%
(19) O=C(CCN1C(=O)c2ccccc2S1(=O)=O)N1CCN(c2ccccc2)CC1
    14	-2%	0%	3%	-3%	-8%	-1%	0	-2%	0.0%	?
(20) O=C(O)C1C2C=CC(C2)C1C(=O)Nc1ccc(C(=O)N2CCCCC2)c(Cl)c1 (stereo not given)
    -4	-1%	0%	0%	-7%	-27%	6%	2	6%	0.1%	8%
(21) CCOC(=O)N1CCC(NC(=O)c2ccc3c(c2)sc2nc(-c4ccc(OC)cc4)cn23)CC1
    .	-1%	-2%	1%	.	3%	.	0	.	0.5%	1%
(22) N#Cc1c2n(c(=S)n(-c3ccccc3)c1=O)CCCCC2
    -18	-2%	-7%	2%	1%	11%	11%	-3	3%	0.2%	0%
(23) CCOc1ccc(CCNC(=O)COC(=O)c2cc(OC)c(OC)cc2[N+](=O)[O-])cc1OCC
    -14	.	.	-3%	0%	.	-20%	.	1%	0.0%	-8%
(24) COC(=O)c1cn(Cc2c(C)cc(C)cc2C)nn1
    -19	.	4%	-4%	0%	-4%	4%	3	-1%	6.0%	0%
(25) O=C(COc1ncnc2cc(Cl)ccc12)c1ccc2c(c1)OCCO2
    6	0%	1%	1%	4%	.	-7%	3	-5%	-0.9%	-6%
(26) COc1cc(NC(=O)C2C3C=CC(C3)C2C(=O)O)ccc1NC(=O)c1ccccc1 (stereo not given)
    -19	5%	-1%	1%	-6%	4%	8.9µM*	3	6%	5.5%	?
(27) COc1ccccc1N/C=C/C(=C(C#N)C#N)N(C)C
    -2	3%	?	1%	0%	-2%	-2%	2	-3%	0.2%	-27%
(28) O=C(NCCN1CCOCC1)c1ccccc1[N+](=O)[O-]
    8	-1%	0%	4%	-8%	?	6%	4	0%	-0.6%	2%
(29) O=C(NC1CCCC1)C1CCN(C(=O)c2cc(Cl)ccc2Cl)CC1
    7	-4%	.	0%	-3%	-10%	31%	-2	1%	-0.3%	-6%
(30) Cc1cc(C(=O)CN2CCCCC2)c(C)n1-c1ccc(F)cc1
    7	-1%	-5%	-3%	-1%	-11%	-33%	2	-2%	-0.3%	-8%

# The list continues:
# Values in the order – Giardia killer	GALK inh	PKM2 act	Tb PFK inh	TSG101-PTAP inh	Menin MLL FP TR	a7 integrin act	FBPA coupling cs	S-ASM inh	B2AR arrestin	BCR signal inh
(31) O=C(CN1CCN(Cc2ccccc2)CC1)NC(c1ccccc1)c1ccccc1
    -20	1%	-15%	-2%	0%	.	-28%	4	1%	-0.9%	-8%
(32) O=C(Nc1ccsc1C(=O)O)c1ccccc1
    -13	2%	.	9%	-1%	17%	0%	13	17%	0.0%	?
(33) O=S(=O)(Nc1ccc(F)cc1Cl)c1ccc(-c2cnc(C3CC3)o2)cc1
    -1	-6%	.	2%	-1%	.	-14%	.	-19%	0.1%	?
(34) Cc1ccc(C(=O)N2C3C=CC(C3)C2(C(F)(F)F)C(F)(F)F)cc1 (stereo not given)
    -5	3%	0%	-4%	-1%	0%	16%	-1	1%	0.0%	1%
(35) Cc1ccc(CC(=O)NCC2CCCCC2)cc1
    -21	-6%	-2%	-3%	-2%	1%	27%	7	9%	3.7%	5%
(36) O=C(CCc1nnc(CCC2CCCCC2)o1)NCCc1ccccn1
    -20	-1%	4%	7%	-4%	-13%	18%	-1	0%	-0.2%	4%

# Some of these compounds in order of molecular weight, smallest number first.
# Values in the order – Giardia killer	GALK inh	PKM2 act	Tb PFK inh	TSG101-PTAP inh	Menin MLL FP TR	a7 integrin act	FBPA coupling cs	S-ASM inh	B2AR arrestin	BCR signal inh
(18) COc1ccc(-c2csc(C)n2)cc1
    -2	-2%	-3%	-1%	-6%	-2%	16%	-2	-3%	-0.3%	-18%
(22) N#Cc1c2n(c(=S)n(-c3ccccc3)c1=O)CCCCC2
    -18	-2%	-7%	2%	1%	11%	11%	-3	3%	0.2%	0%
(19) O=C(CCN1C(=O)c2ccccc2S1(=O)=O)N1CCN(c2ccccc2)CC1
    14	-2%	0%	3%	-3%	-8%	-1%	0	-2%	0.0%	?
(12) CCCCCC(=O)Nc1cc(S(=O)(=O)N2CCOCC2)ccc1N1CCCCC1
    20	.	.	?	-5%	.	-4%	.	-2%	0.2%	2%

# Screening data: PubChem, National Center for Advancing Translational Sciences (NCATS)

# Only part of the results is shown, so the mix of outcomes need not match the whole.
